Screens (PubChem)
PLAP inhibition: inhibition of human placental alkaline phosphatase – biochemical, luminescence, HTS (AID 690) | inhibition, % at 20 µM, or IC50 in µM where a hit was titrated | 0.08% of 96,000 active | purified PLAP, luminescent substrate; higher % means a stronger effect; in the data active = a potency from the dose series; inactive = the rest, 99 in 100 with inhibition below about 30%; also: strong numbers were not always called active
IL1B NFkB inh: blocks IL-1B driven NFkB nuclear translocation in HUVEC cells | HUVEC IL-1B NFkB p65 nuclear translocation imaging | inhibition, % at 2 µM | 0.43% of 94,000 active;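 active = inhibition above about 30% together with a positive call from visual inspection of the well image, limit read from the data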;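 also: nuclear over cytoplasmic p65 intensity ratio measured by imaging; 0% = IL-1B stimulated DMSO wells and 100% = unstimulated DMSO wells; values of inactives mirror those of a sister screen read the other way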
MRP reversal: compounds reversing MRP-mediated drug resistance | 0.04% of 85,000 active | H69AR cells + 2 uM doxorubicin, CellTiter-Glo, 72 h | differential viability (reversal), % at 10 µM;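 active = viability drop by adding the cancer drug above about 55%, with treated viability meeting a 40% cutoff, limit read from the data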;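 also: viability without doxorubicin minus viability with 2 µM doxorubicin for each compound; larger differential means the compound sensitizes cells more to doxorubicin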
Bcl-B displacement: displacers of TR3 peptide from Bcl-B, primary screen, selectivity assay for Bfl-1 inhibitor project, biochemical, fluorescence polarization | FP displacement of FITC-TR3 peptide from Bcl-B; higher % means a stronger effect | displacement, % at 20 µM; hits with a dose series show IC50 in µM | 0.11% of 96,000 active | AID 748;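 active = displacement above 50% at 20 µM plus a fluorescence interference ratio under 1.5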;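 also: plate controls were wells without compound for no effect and wells lacking Bcl-B protein for full effect; a part of the inactive calls stands beside numbers as strong as those of hits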
NFkB transloc pot: enhances IL-1B driven NFkB nuclear translocation; HUVEC IL-1B NFkB p65 nuclear translocation imaging; activation, % at 2 µM; 0.3% of 94,000 active;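 active = activation above 40%, about the mean plus 3 SD, also judged a hit on visual image review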;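 also: percent activation is computed from the nuclear over cytoplasmic p65 intensity ratio; values of inactives mirror those of a sister screen read the other way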
MRP reversal cytotoxicity: second read-out of MRP reversal, no call of its own (marks repeat the call); viability, %; H69AR cells, CellTiter-Glo, 72 h; measured here: cytotoxicity without doxorubicin
MRP reversal with doxorubicin: recorded beside MRP reversal, whose call it bears; viability, %; measured here: viability with 2 uM doxorubicin; hits give low values
IL1B NFkB inh cell count 2 µM: further read-out of IL1B NFkB inh, marked with its call; cell count; measured here: cells passing quality filter;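 raw number of nuclei counted in each imaged well without normalization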
NFkB transloc pot cell count 2 µM: second read-out of NFkB transloc pot, no call of its own (marks repeat the call); cell count; measured here: cells passing quality filter
Starred values were filed as active, the others as inactive; x = no result given. Only part of the results is shown; count on the stated rates, not on these rows.

SMILES	PLAP inhibition	IL1B NFkB inh	IL1B NFkB inh cell count 2 µM	MRP reversal	MRP reversal cytotoxicity	MRP reversal with doxorubicin	Bcl-B displacement	NFkB transloc pot	NFkB transloc pot cell count 2 µM
COc1ccc(Cl)cc1NC(=O)c1cnc2sccn2c1=O	9%	x	x	-19	50	69	1%	x	x
COc1ccc(Br)cc1C1SCCN1S(C)(=O)=O (configuration not stated)	10%	-35	106	-4	94	98	-5%	35	106
CCOn1c(=O)c(-c2cc3ccccc3o2)[n+]([O-])c2ccccc21	13%	0	110	-14	51	65	93%	0	110
CCOc1ccc(S(=O)(=O)N(C)C)cc1-c1nc2c(C(C)(C)C)nn(C)c2c(=O)[nH]1	15%	-26	61	-14	72	86	-9%	26	61
Cc1nc(N2CCN(Cc3ccc4c(c3)OCO4)CC2)nc2c1C(=O)CC(c1ccco1)C2 (configuration not stated)	-60%	-11	185	x	x	x	-9%	11	185
CCN1C(=O)c2ccccc2S(=O)c2ccc(C(=O)N3CCCC3)cc21 (configuration not stated)	-11%	x	x	-14	83	98	1%	x	x
Cn1c(-n2c(CCCN3C(=O)c4ccccc4C3=O)nc3ccccc3c2=O)nc2ccccc21	-26%	-8	169	8	61	54	3%	8	169
CC(=O)NC1(c2cccc(F)c2)CCN(CC(=O)NC2CCCCC2)CC1	-26%	4	84	24	101	77	2%	-4	84
COC(=O)CC1(c2ccccc2)C(=O)c2ccccc2C1=O	7%	-7	181	14	89	76	3%	7	181
CCOc1ccccc1NC(=O)C1CCCN1C(=O)OCc1ccccc1 (configuration not stated)	18%	x	x	9	92	83	-9%	x	x
Cc1cc(NC(=O)C2CC=CCC2C(=O)O)no1 (configuration not stated)	7%	-6	159	-5	97	103	-2%	6	159
CCOC(=O)C1=C(C)N(Cc2ccccc2)C(=O)NC1c1ccc(OC)cc1 (configuration not stated)	-3%	15	126	0	91	91	5%	-15	126
O=C(CCS(=O)(=O)c1ccc(Br)cc1)N1CCN(c2ccccc2F)CC1	23%	x	x	13	97	85	-7%	x	x
CCOC(=O)C1=C(C)NC(SCc2cc(=O)[nH][nH]2)=C(C#N)C1c1cccs1 (configuration not stated)	33%	-2	150	5	94	89	-8%	1	150
CCOC(=O)C1=C(Nc2ccccc2)OCC1=O	-21%	1	162	12	102	90	-2%	-1	162
CCOC(=O)C1CCCN(c2c(Nc3cc(C)cc(C)c3)c(=O)c2=O)C1 (configuration not stated)	15%	10	167	5	87	82	4%	-10	167
Cc1cccc(N(C)S(=O)(=O)c2ccc3[nH]c(=O)c(=O)[nH]c3c2)c1	-1%	9	48	-11	89	100	5%	-9	48
CC(C)CCSc1nc2c(c(=O)[nH]c(=O)n2C)n1CCc1ccccc1	x	-4	84	13	41	28	x	4	84
Fc1cnc(N2CCc3ccccc32)nc1N1CCc2ccccc21	8%	5	170	-19	56	76	-24%	-5	170
CN(CCCNC(=O)C1CCC(=O)N1Cc1ccc(F)cc1)c1ccccc1 (configuration not stated)	-29%	-6	167	-3	95	99	1%	6	167
O=C(Nc1cc(C(=O)N2CCOCC2)ccc1N1CCCC1)c1cccs1	-36%	13	160	6	98	93	-10%	-13	160
CC(C)C(NC(=O)OC(C)(C)C)C(=O)N1CCCC1C(=O)NC(Cc1ccccc1)C(N)=O (configuration not stated)	-17%	2	134	15	96	81	-5%	-2	134
Cc1nn(-c2ccccc2)c(C)c1C(=O)OCC(=O)NCc1ccco1	-29%	6	69	-5	69	74	-6%	-6	69
CCOC(=O)c1c(C)c(C(=O)N2CCCCCC2)c(C)n1C	-59%	-10	122	-6	85	91	-7%	10	122
CCOC(=O)N1CCC(NC(=O)Cn2nc(Cc3ccncc3)c3ccccc3c2=O)CC1	-51%	-4	173	11	94	82	-1%	4	173
Cn1c(SCc2ccccc2)nnc1C1CCCNC1 (configuration not stated)	3%	-1	94	-25	105	130	-2%	1	94
O=C(Nc1ccn(Cc2ccc(F)cc2)n1)c1ccncc1	18%	-20	160	10	105	95	3%	20	160
CCn1nc(C)c(NS(=O)(=O)c2ccc(C)cc2)c1C	x	-1	132	25	105	80	x	1	132
CC1CCc2ccccc2N1C(=O)c1cccs1 (configuration not stated)	17%	-9	113	-10	92	102	-7%	9	113
COC(=O)c1cc(OC)c(OC)cc1NC(=O)c1cccnc1	x	0	136	1	83	81	x	0	136
CSc1ccccc1C(=O)NCC1CCCO1 (configuration not stated)	-10%	6	108	-6	79	85	6%	-6	108
C/C(=N\Nc1nc(N)cc(Cl)n1)c1cccc([N+](=O)[O-])c1	-13%	-13	173	x	x	x	16%	13	173
CCCCn1nnc(NC(=O)COc2cc(C)ccc2C(C)C)n1	10%	-22	105	2	97	95	0%	22	105
CC(C)COC(=O)Nc1ccccc1C(=O)N1CCOCC1	4%	-21	141	16	103	86	-10%	21	141
O=C(Cn1ncc2c3ccccc3n(Cc3ccc(F)cc3)c2c1=O)N1CCN(c2ncccn2)CC1	-54%	-8	208	-11	77	88	-94%	8	208
CCOC(=O)C1CCN(C(=O)CN(Cc2ccc(Cl)cc2)S(C)(=O)=O)CC1	-45%	0	169	-14	87	101	-2%	0	169
COc1ccccc1OCC(=O)Nc1ccc(S(=O)(=O)NC(C)=O)cc1	-73%	-8	142	-20	103	123	10%	8	142
O=c1nc(NC2CCCC2)ccn1Cc1cccc(Br)c1	14%	-18	144	19	106	87	-8%	17	144
O=C(c1ccc(Cl)c(Cl)c1)N1CCCC1	-2%	13	155	-5	95	100	-2%	-13	155
Cc1ccc(C(=O)NC2CCN(C(=O)N3CCOCC3)CC2)cc1	14%	1	101	23	91	68	0%	-1	101
O=C(CCn1c(=O)[nH]c2ccsc2c1=O)N(CCc1ccccc1)Cc1ccccc1	-72%	-9	169	-10	87	96	1%	9	169
COc1cc(S(=O)(=O)N2CCCCC2)ccc1NC(=O)c1ccc(F)cc1	2%	-34	167	13	84	71	-9%	34	167
Cc1cc(C)c(S(=O)(=O)NCc2cn3c(C)csc3n2)c(C)c1	0%	0	221	18	100	82	-13%	0	221
COC(=O)C(NC(=O)c1ccco1)(Nc1cc(C)ccn1)C(F)(F)F (configuration not stated)	x	-14	155	-9	92	101	x	14	155
CN(C)CCCN1C(=O)C(=O)/C(=C(/O)c2ccc3c(c2)OCCO3)C1c1ccco1 (configuration not stated)	-2%	x	x	-1	87	89	-12%	x	x
O=C(c1ccc(COc2c(F)c(F)cc(F)c2F)o1)N1CCN(c2ccccc2)CC1	x	-5	173	24	85	61	x	5	173
O=C(COC(=O)C12CC3CC(CC(O)(C3)C1)C2)NC(=O)NCc1ccco1	-6%	14	103	4	90	86	-8%	-14	103
NC(=O)c1ccccc1NS(=O)(=O)Cc1ccccc1	-20%	-1	114	9	103	94	7%	1	114
CS(=O)(=O)Nc1ccccc1C(=O)N1CCOCC1	18%	7	93	8	93	84	-5%	-7	93
COc1ccc(Nc2ncc(C(=O)N3CCC(C(N)=O)CC3)c3ccccc23)cc1	-18%	-14	163	14	101	87	1%	14	163
O=C1CC(c2ccccc2Cl)C2=C(COC2=O)N1 (configuration not stated)	-9%	12	185	x	x	x	2%	-12	185
Cn1ccnc1SCC(=O)Nc1cccc2ccccc12	7%	-39	122	6	101	95	-5%	39	122
Cc1ccc(NS(=O)(=O)c2ccc(NC(=O)CSc3ccc(Cl)cc3)cc2)c(C)c1	0%	-11	159	x	x	x	-9%	11	159
Nc1nc(-c2ccccc2Br)cs1	x	-3	83	-7	92	98	x	3	83
CCN1CCN(C(=O)Cn2c(=O)sc3ccccc32)CC1	7%	-9	145	2	92	90	-3%	9	145
COC(=O)C1=C(C(=O)OC)C2(OC1c1ccccc1C)C(=O)c1ccccc1C2=O (configuration not stated)	x	14	83	28	112	84	x	-14	83
COc1ccc(/C=N/NC(=O)CSc2nnc(CCCc3ccc(OC)c(C)c3)o2)cc1	-26%	-1	147	x	x	x	1%	1	147
COC(=O)CCc1c(C)[nH]c(C(=O)OCc2ccccc2)c1C	2%	-14	104	-4	87	91	0%	14	104
COc1ccc(NC(=O)C2CCCN(S(=O)(=O)c3ccc4c(c3)oc(=O)n4C)C2)cc1OC (configuration not stated)	-2%	3	145	-19	78	97	14%	-3	145
OC(COc1c(F)cc(Br)cc1F)CN1CCN(c2ccc(F)cc2)CC1 (configuration not stated)	-24%	-2	185	x	x	x	0%	1	185

6 compounds already listed, arranged by count of non-hydrogen atoms, highest first.
SMILES	PLAP inhibition	IL1B NFkB inh	IL1B NFkB inh cell count 2 µM	MRP reversal	MRP reversal cytotoxicity	MRP reversal with doxorubicin	Bcl-B displacement	NFkB transloc pot	NFkB transloc pot cell count 2 µM
COc1ccc(NC(=O)C2CCCN(S(=O)(=O)c3ccc4c(c3)oc(=O)n4C)C2)cc1OC (configuration not stated)	-2%	3	145	-19	78	97	14%	-3	145
O=C(c1ccc(COc2c(F)c(F)cc(F)c2F)o1)N1CCN(c2ccccc2)CC1	x	-5	173	24	85	61	x	5	173
CN(C)CCCN1C(=O)C(=O)/C(=C(/O)c2ccc3c(c2)OCCO3)C1c1ccco1 (configuration not stated)	-2%	x	x	-1	87	89	-12%	x	x
O=C(COC(=O)C12CC3CC(CC(O)(C3)C1)C2)NC(=O)NCc1ccco1	-6%	14	103	4	90	86	-8%	-14	103
Cn1ccnc1SCC(=O)Nc1cccc2ccccc12	7%	-39	122	6	101	95	-5%	39	122
NC(=O)c1ccccc1NS(=O)(=O)Cc1ccccc1	-20%	-1	114	9	103	94	7%	1	114

Compound profiles, from the list above. Values in the order: PLAP inhibition	IL1B NFkB inh	IL1B NFkB inh cell count 2 µM	MRP reversal	MRP reversal cytotoxicity	MRP reversal with doxorubicin	Bcl-B displacement	NFkB transloc pot	NFkB transloc pot cell count 2 µM
`Nc1nc(-c2ccccc2Br)cs1` as listed: x	-3	83	-7	92	98	x	3	83
`COc1ccc(Nc2ncc(C(=O)N3CCC(C(N)=O)CC3)c3ccccc23)cc1` as listed: -18%	-14	163	14	101	87	1%	14	163
`COC(=O)c1cc(OC)c(OC)cc1NC(=O)c1cccnc1` as listed: x	0	136	1	83	81	x	0	136
`Cc1nc(N2CCN(Cc3ccc4c(c3)OCO4)CC2)nc2c1C(=O)CC(c1ccco1)C2` (configuration not stated) as listed: -60%	-11	185	x	x	x	-9%	11	185

Next part.
SMILES	PLAP inhibition	IL1B NFkB inh	IL1B NFkB inh cell count 2 µM	MRP reversal	MRP reversal cytotoxicity	MRP reversal with doxorubicin	Bcl-B displacement	NFkB transloc pot	NFkB transloc pot cell count 2 µM
O=C(CN1CCN(C2CCCCC2)CC1)Nc1ccccc1-c1ccccc1	-71%	-2	108	x	x	x	-4%	2	108
CCOC(=O)c1[nH]c2ccc(OC)cc2c1NC(=O)c1cccc(OC)c1	-6%	-2	104	-19	77	96	-1%	2	104
Cc1ccnc(SCC(=O)Nc2c(C)n(C)n(-c3ccccc3)c2=O)n1	11%	-10	172	x	x	x	15%	10	172
Clc1ccc(OCCSc2nnnn2C2CCCCC2)cc1	2%	10	97	24	100	77	3%	-10	97
Cn1c(SCC(=O)c2ccccc2)nnc1-c1cccnc1	-1%	-6	168	x	x	x	6%	6	168
Cc1cc(C)c(C(=O)CSc2nnc(-c3cccnc3)n2C)c(C)c1	13%	-11	168	x	x	x	1%	11	168
CCN(CC)S(=O)(=O)c1cc(NC(=O)COC(=O)CCc2nc3ccccc3s2)ccc1C	10%	8	172	16	98	83	-9%	-8	172
c1csc(-c2cnc3ccccc3n2)c1	18%	x	x	0	95	95	5%	x	x
Nc1nonc1C(=O)NCCN=Cc1ccccc1O	11%	6	152	-24	93	116	3%	-6	152
